High-throughput results: PubChem, several laboratories
FAK inh – inhibitors of human focal adhesion kinase. Q05397. biochemical FAK kinase activity assay. inhibition, %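 (tested at 7 µM)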. 97,000 compounds, 0.84% hits; in the data active = inhibition above about 19%;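 note: 0% = DMSO and 100% = reference compound high control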
S1P2 ag – activates the human S1P2 receptor | O95136 | AID 729 | S1P2-expressing cell line, agonist reporter read-out | activation, % at 4.5 µM | 97,000 compounds, 0.46% hits; in the data active = activation above about 16%;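 note: 0% = vehicle low control and 100% = maximal reference agonist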
PLK1 PBD inh – blocks phosphopeptide binding to human Plk1 polo box domain. Plk1 PBD phosphopeptide binding, fluorescence polarization. inhibition, %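 (tested at about 20 µM)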. 97,000 compounds, 0.13% hits. AID 693; in the data active = inhibition above about 34%, passing the limit was not always enough
MT1-MMP txn act – MT1-MMP promoter transcription activation; activation factor at 10 µM; 86,000 compounds, 0.16% hits; HT1080 MT1-MMP promoter luciferase reporter, luminescence, overnight; stronger effect = higher value;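 active = activation factor of at least 2 for MT1-MMP transcription at 10 µM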
EphB4 ephrin blk – EphB4-ephrin-B2 interaction antagonism | P54760 | EphB4 LBD / TNYL-RAW-Alexa532 peptide, fluorescence polarization | inhibition, % at 7 µM | 97,000 compounds, 0.15% hits;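 active = inhibition above the screen-wide mean inhibition plus 3 SD, cut at about 15% in these data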;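 note: 0% = DMSO wells and 100% = excess unlabeled TNYL-RAW peptide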
Target sequence (P54760 whole entry, looked up, the tested form may be a part): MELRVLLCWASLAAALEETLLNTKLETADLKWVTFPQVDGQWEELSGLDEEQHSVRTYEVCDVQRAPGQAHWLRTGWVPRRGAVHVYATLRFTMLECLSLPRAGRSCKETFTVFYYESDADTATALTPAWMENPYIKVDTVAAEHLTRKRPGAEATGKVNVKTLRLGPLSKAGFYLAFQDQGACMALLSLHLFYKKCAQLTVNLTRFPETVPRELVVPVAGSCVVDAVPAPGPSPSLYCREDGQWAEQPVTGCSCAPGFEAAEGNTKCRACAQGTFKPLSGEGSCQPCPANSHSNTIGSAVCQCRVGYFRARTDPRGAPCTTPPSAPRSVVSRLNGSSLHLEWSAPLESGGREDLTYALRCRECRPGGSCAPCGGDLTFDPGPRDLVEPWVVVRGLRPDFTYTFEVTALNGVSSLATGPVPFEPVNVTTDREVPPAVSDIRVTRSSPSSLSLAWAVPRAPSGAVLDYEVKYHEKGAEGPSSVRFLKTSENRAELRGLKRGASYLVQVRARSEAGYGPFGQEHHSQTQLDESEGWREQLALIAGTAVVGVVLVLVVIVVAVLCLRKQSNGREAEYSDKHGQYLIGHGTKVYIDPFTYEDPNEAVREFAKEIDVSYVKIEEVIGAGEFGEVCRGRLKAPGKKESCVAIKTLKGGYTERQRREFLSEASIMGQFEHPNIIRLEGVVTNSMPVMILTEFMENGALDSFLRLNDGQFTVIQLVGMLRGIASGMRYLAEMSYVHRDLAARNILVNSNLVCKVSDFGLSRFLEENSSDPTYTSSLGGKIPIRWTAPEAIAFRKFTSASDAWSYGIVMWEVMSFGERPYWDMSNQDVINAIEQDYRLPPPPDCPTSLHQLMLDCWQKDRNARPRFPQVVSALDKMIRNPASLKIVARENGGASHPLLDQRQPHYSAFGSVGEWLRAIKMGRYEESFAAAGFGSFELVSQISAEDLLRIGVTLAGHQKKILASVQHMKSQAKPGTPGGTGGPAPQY
PLAP activator – activators of human placental alkaline phosphatase | P05187 | purified PLAP enzyme, luminescent substrate read-out; stronger effect = higher value | activation fold at 20 µM | 96,000 compounds, 1.2% hits | AID 696; in the data active = activation fold above about 2
PLK1 inh – PLK1 (human) kinase inhibition | recombinant PLK1 kinase, TR-FRET peptide phosphorylation | P53350 | inhibition, % at 10 µM | AID 619 | 97,000 compounds, 0.53% hits;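 active = inhibition of 50% or more in the single-concentration screen; inactive = inhibition below 50%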;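 note: 0% = DMSO max control and 100% = H-89 dihydrochloride min control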
Rev-RRE block – disrupts HIV-1 Rev binding to RRE RNA | P05866 | Rev peptide-RRE RNA binding, FRET | inhibition, % at 8 µM | 97,000 compounds, 0.79% hits;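 active = inhibition above the screen-wide mean plus 3 SD, cut at about 35% in these data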;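 note: 0% = median DMSO wells and 100% = median Neomycin B control wells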
Target sequence (P05866 whole entry, looked up): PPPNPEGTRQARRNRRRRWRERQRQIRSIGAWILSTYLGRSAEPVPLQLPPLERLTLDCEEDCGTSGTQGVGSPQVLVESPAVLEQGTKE
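Test system: labelled RRE RNA duplex and labelled Rev peptide. Times: 5 min compound–RNA preincubation, then 15 min with peptide, 25 °C. Doses: single-dose 8 µM. Measured by: FRET, excitation 480 nm, emission 540 nm donor and 671 nm acceptor. Measure: % inhibition of FRET ratio versus controls.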
S1P2 blocker – antagonists of human S1P2 receptor; O95136; inhibition, % at 5 µM; 97,000 compounds, 0.21% hits; cell-based S1P2 antagonist assay, inhibition at 5 uM; AID 736; in the data active = inhibition above about 45%;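 note: CRE beta-lactamase reporter cells expressing human S1P2 stimulated with S1P; 0% = agonist at EC80 alone and 100% = agonist plus reference antagonist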
* marks the source's active call; other numbers are inactive results; nt = no result given; [ ] = another dose, or the depositor's remark.

MT1-MMP txn act	PLK1 inh	EphB4 ephrin blk	FAK inh	S1P2 ag	S1P2 blocker	Rev-RRE block	PLK1 PBD inh	PLAP activator	compound
nt	-12.4	3.3	-2.5	-7.8	12.3	0.4	-20.1	1.1	C/C(=C\C(=O)c1ccc(Br)cc1)NCc1ccc2c(c1)OCO2
1.2	-5.2	-6.8	7.4	-3.6	-17.3	4.2	-15.8	1	O=C(Nc1ccc(S(=O)(=O)NCCc2ccccc2)cc1)c1ccc(Br)o1
1.1	-5.2	3.7	6.8	-3.6	14.2	12.9	4.6	1.6	O=C1C2CC=C(Cl)CC2C(=O)N1CN(Cc1ccco1)CN1C(=O)C2CC=C(Cl)CC2C1=O (stereo unspecified)
1.3	-0.9	4.0	2.4	-4.3	1.7	-2.2	9.3	0.6	COc1ccc(CNC(=S)Nc2ccccc2C)cc1
1.2	-6.7	1.1	0.0	-1.5	0.4	-1.6	7.1	0.8	CC(C)C(=O)Nc1cccc(NC(=O)c2cc3ccccc3o2)c1
nt	-4.9	2.8	-3.5	-3.7	30.0	13.4	-34.1	1.5	Cc1cc2ccccc2n1CCNC(=O)c1ccc(S(=O)(=O)N2CCCCC2)cc1
1.1	-5.5	1.9	-1.6	-4.0	9.2	4.7	-21.1	0.8	COc1ccccc1-n1c(SCC(=O)NC2CCCC2)nc2cccnc21
1	-18.1	4.3	-10.7	-9.9	28.4	1.3	-2.3	1.6	CCN(CC)S(=O)(=O)c1cccc2cc(C(=O)O)c(O)cc12
1.1	-9.4	-0.4	0.9	-3.7	-2.8	7.0	11.3	nt	CCC(Sc1nc2ccccc2s1)C(=O)Nc1cc(C)on1 (stereo unspecified)
1.2	0.2	-4.6	-0.6	-2.3	9.1	-0.7	2.5	1	C=CCn1c(SCC(=O)O)nnc1-c1ccc(C(C)(C)C)cc1
1.1	-12.5	6.7	-5.8	-11.8	14.2	2.7	0.8	1.4	COc1ccccc1N1CCN(C(=O)CN(CCc2ccccc2)S(C)(=O)=O)CC1
nt	-8.3	1.4	-4.3	-2.8	-40.2	0.6	16.8	1.2	CCOC(=O)c1c(-c2ccc(OC)cc2)csc1NC(=O)CCN1C(=O)c2ccccc2C1=O
1.1	-10.6	3.8	-0.9	-0.4	15.7	-1.4	-8.5	1.3	N#CC1=C2SCN(Cc3ccccc3)CN2C(=O)CC1c1ccccc1F (stereo unspecified)
1.3	-7.0	10.8	0.4	-5.9	24.8	12.9	0.8	0.9	COC(=O)c1c(NC(=O)c2ccc(Br)o2)sc(C)c1C
1	-15.0	-4.8	-1.9	-2.1	2.5	4.5	7.9	1.2	CN(C)CCN1C(=O)C(=O)/C(=C(/O)c2ccc(OCc3ccccc3)cc2)C1c1ccncc1 (stereo unspecified)
0.9	6.2	-3.7	3.2	-6.5	-3.9	8.5	-0.1	0.8	COc1cccc(C(=O)Oc2cc(N)n(S(=O)(=O)c3ccc(C)cc3)n2)c1OC
1	-51.5	-3.5	1.0	-2.3	-49.0	6.4	-6.4	0.8	Cc1nc2scc(-c3ccc(Cl)cc3)c2c(=O)o1
nt	-11.9	2.4	5.2	-2.9	0.8	7.1	-6.2	0.9	Cc1nc(-c2ccc(NC(=O)C3CCCCC3)cc2)cs1
1.3	1.9	1.0	1.2	-7.9	-11.3	20.9	-3.1	1.1	CCOC(=O)c1ccc(Nc2nc(C)cc(=O)[nH]2)cc1
1.1	-5.7	-0.1	3.8	-4.6	-5.8	5.4	-16.9	1.2	Cn1c(=O)c2c(nc(SCC(=O)Nc3ccccc3N3CCCCC3)n2C)n(C)c1=O

Further compounds follow:
MT1-MMP txn act	PLK1 inh	EphB4 ephrin blk	FAK inh	S1P2 ag	S1P2 blocker	Rev-RRE block	PLK1 PBD inh	PLAP activator	compound
1	-12.8	-0.8	0.9	-3.2	-6.0	4.4	-13.1	1.1	COc1ccccc1NS(=O)(=O)c1ccc(O)c(C(N)=O)c1
1.2	0.1	1.2	2.7	-5.1	-1.7	5.0	-2.9	nt	COc1cccc(NC(=O)Cn2cc(C#N)c3ccccc32)c1
1	-12.9	10.0	9.0	-3.3	20.8	12.0	4.1	1	CCOC(=O)c1ccccc1NC(=O)Cn1cnc2c(cnn2C(C)(C)C)c1=O
1	-10.1	1.7	-0.1	-0.6	-15.7	4.1	5.2	0.9	O=C(NCCC1=CCCCC1)C1CCCN(S(=O)(=O)c2ccc(F)cc2)C1 (stereo unspecified)
1.1	-8.8	1.3	1.1	0.1	-2.2	7.0	-29.3	1.7	O=C(CN1CCN(Cc2ccc(Cl)cc2)C1=O)NCCCN1CCN(c2ccc(F)cc2)CC1
1.1	-6.2	1.0	-1.9	-4.6	4.9	1.3	-1.0	1	CCOC(=O)c1c(C)[nH]c(C(=O)COC(=O)c2ccc(N3CCCC3=O)cc2)c1C
1.1	-9.5	6.4	2.5	-2.0	14.5	5.6	-12.0	nt	Cc1cc(C)nc(SCc2nnc(SCC(=O)Nc3ncc(C)s3)n2Cc2ccco2)n1
nt	-3.5	-6.4	-1.7	-2.3	-9.4	12.3	-30.0	0.8	CCOC(=O)C1=C(CC)Nc2ccccc2N=C1NC(=O)c1cc(S(=O)(=O)N(C)C)ccc1Cl
1.1	-9.8	6.9	0.2	-2.2	9.4	11.0	11.9	1.1	Cc1cc(NC(=O)CSc2nc3ccccc3s2)no1
nt	-12.2	-10.3	-1.8	-4.2	-27.3	-0.5	-31.5	1.1	COc1ccc(OCCNS(=O)(=O)c2ccc3oc4ccccc4c3c2)cc1
0.5	14.5	1.9	-1.5	-7.6	3.2	2.1	1.2	1.2	O=C(O)CCC(=O)Nc1ccc(C(=O)OC2CCCCC2)cc1
1.1	-5.9	-2.8	2.3	0.5	2.8	4.6	-12.8	nt	O=C(CN(CC(=O)N1CCOCC1)S(=O)(=O)c1ccc(Br)s1)N1CCOCC1
nt	-15.9	0.8	-0.9	-6.1	5.4	7.8	-25.4	1.5	Cc1ccc(-c2nnc(SCc3nc(N)nc(Nc4ccccc4C)n3)n2N)cc1
nt	-10.3	-3.7	-0.4	-4.0	13.4	9.6	-10.4	0.9	NS(=O)(=O)c1cccc(NC(=O)CSc2ccccn2)c1
1.2	-0.1	-11.6	-2.8	-8.8	15.7	4.2	-2.8	1.2	OCc1cn(-c2ccccc2)nc1-c1ccc(-c2nn(-c3ccccc3)cc2CO)cc1
nt	-13.2	2.5	1.5	0.0	-27.6	74.3*[fluorescence artefact?]	-75.9	1.2	Cc1c(-n2cc(C(=O)c3cc(Br)ccc3O)cc(C#N)c2=O)c(=O)n(-c2ccccc2)n1C
1.2	-1.9	-1.2	3.3	-1.9	12.9	7.2	-18.9	1.1	COc1ccc(CN2CC(C(=O)NCCCN3CCOCC3)CC2=O)cc1 (stereo unspecified)
1	-34.6	-3.8	-1.3	-2.4	-13.4	8.7	-33.6	0.9	CCOc1ccc(Cl)cc1CN1CCOCC1
nt	-7.2	1.4	4.0	-4.9	16.5	9.8	-0.2	0.8	O=C(O)[C@H]1CCC(=O)N1Cc1ccco1
1	-4.7	4.5	-0.8	-4.8	9.2	5.2	-2.0	1.2	COC(=O)c1ccccc1S(=O)(=O)N(Cc1ccco1)Cc1cc2cc(OC)ccc2[nH]c1=O

Results in PLK1 PBD inh, for 5 of the compounds above:
SMILES	PLK1 PBD inh
COc1ccccc1NS(=O)(=O)c1ccc(O)c(C(N)=O)c1	-13.1
CCOC(=O)c1ccccc1NC(=O)Cn1cnc2c(cnn2C(C)(C)C)c1=O	4.1
CCOC(=O)c1c(C)[nH]c(C(=O)COC(=O)c2ccc(N3CCCC3=O)cc2)c1C	-1.0
OCc1cn(-c2ccccc2)nc1-c1ccc(-c2nn(-c3ccccc3)cc2CO)cc1	-2.8
NS(=O)(=O)c1cccc(NC(=O)CSc2ccccn2)c1	-10.4

3 entries already listed, ordered by SMILES length, ascending:
MT1-MMP txn act	PLK1 inh	EphB4 ephrin blk	FAK inh	S1P2 ag	S1P2 blocker	Rev-RRE block	PLK1 PBD inh	PLAP activator	compound
1	-12.8	-0.8	0.9	-3.2	-6.0	4.4	-13.1	1.1	COc1ccccc1NS(=O)(=O)c1ccc(O)c(C(N)=O)c1
1.2	-1.9	-1.2	3.3	-1.9	12.9	7.2	-18.9	1.1	COc1ccc(CN2CC(C(=O)NCCCN3CCOCC3)CC2=O)cc1 (stereo unspecified)
1.1	-9.5	6.4	2.5	-2.0	14.5	5.6	-12.0	nt	Cc1cc(C)nc(SCc2nnc(SCC(=O)Nc3ncc(C)s3)n2Cc2ccco2)n1

The list goes on.
MT1-MMP txn act	PLK1 inh	EphB4 ephrin blk	FAK inh	S1P2 ag	S1P2 blocker	Rev-RRE block	PLK1 PBD inh	PLAP activator	compound
nt	-12.9	3.9	1.9	-4.9	-0.8	11.4	-13.5	1	Cc1cc(C)cc(N2CC(C(=O)O)CC2=O)c1 (stereo unspecified)
1.1	3.7	-8.0	2.7	-8.6	-6.0	-2.4	-4.3	0.9	COc1cc(CNC(=O)OCC(C)C)cc(OC)c1OC
nt	5.9	-1.8	-8.0	4.8	7.6	-5.5	-12.8	1.3	COc1cc(C(=S)N2CCOCC2)cc(OC)c1OC(=O)c1cc([N+](=O)[O-])c(C)c([N+](=O)[O-])c1
nt	-10.4	0.5	-3.6	-5.6	16.0	15.4	20.6	0.9	CCCNS(=O)(=O)c1ccc(Oc2ncc(C(F)(F)F)cc2Cl)cc1
nt	-12.4	8.7	-0.6	-1.7	16.8	2.6	-20.8	0.9	CCN1CCN(CC(O)COC(C)C)CC1 (stereo unspecified)
nt	-5.7	-7.3	1.6	-6.6	8.0	5.4	-20.3	0.8	CCn1c(CCNC(=O)c2ccc(Cl)c(Cl)c2)nnc1SCCOc1ccc(OC)cc1
1.2	-6.2	0.5	5.4	-0.3	4.8	8.5	-10.0	1	COc1cccc(NC(=O)COC(=O)c2nc3nccc(C)n3n2)c1
nt	-17.1	2.9	-1.2	-7.5	0.0	10.7	10.5	2.2*	Cc1ccsc1C(=O)NNC(=S)NCC(C)C
nt	-14.9	0.8	1.9	-0.2	-15.3	-0.5	-5.7	0.8	Cc1ccc(Nc2nc(N)nc(CSc3ncccn3)n2)cc1
1.2	-5.4	2.4	-0.4	-3.2	10.4	-2.2	-20.9	1.2	COc1ccc(OC)c2[nH]c(=O)c(CCNC(=O)C3CCCCC3)cc12
1.1	-15.1	-3.3	-0.2	-1.4	-3.5	8.5	3.5	0.7	CCc1cc(C)c(O)c(CC)n1
1.1	1.1	7.2	2.6	-5.3	3.0	8.1	-1.9	0.7	O=C(CCCCCN1C(=O)c2ccccc2C1=O)Nc1ccccc1
nt	-10.4	-6.6	-3.3	-6.1	32.9	3.8	-2.6	0.9	O=S(=O)(c1ccccc1)c1cnc(-c2cccnc2)nc1-c1ccccc1
nt	-28.4	6.6	-4.8	-6.1	5.3	11.1	-23.9	0.9	COc1ccccc1CNC(=O)C(NS(=O)(=O)c1ccc2c(c1)oc(=O)n2C)C(C)C (stereo unspecified)
1.1	3.2	-10.5	-0.1	-7.6	-0.5	-5.5	18.8	1.3	CCn1c(=O)c(=O)[nH]c2cc(C(=O)Nc3ccc(S(=O)(=O)N4CCCC4)cc3)ccc21
1.3	-15.8	4.3	1.7	-5.4	2.7	2.1	-15.7	1.4	CCN(CC)CCNC(=O)c1cn(-c2ccccc2)nc1-c1cccs1
1.1	-2.8	-2.0	-2.4	-4.0	18.6	12.2	17.0	1.1	CC(=O)Nc1ccc(S(=O)(=O)N2CCN(Cc3ccccn3)CC2)cc1
nt	1.6	-3.1	0.5	-4.0	-9.3	0.5	22.0	0.9	O=C(NC1CCCCC1)c1cc([N+](=O)[O-])ccc1N1CCOCC1
1.2	-10.0	2.0	3.0	-4.0	-22.2	1.5	-4.5	nt	CCOc1ccc(NC(=O)C2CCCN(C(=O)NCc3ccccc3)C2)cc1 (stereo unspecified)
nt	-8.6	2.0	4.9	-6.5	84.6*	10.0	-5.5	1	O=C(Nc1ccc(S(=O)(=O)N2CCOCC2)cc1)c1ccc(CN2CCc3ccccc3C2)cc1
1.4	-4.9	-6.9	0.0	-2.0	-20.5	11.5	-8.8	nt	COc1ccc(NS(=O)(=O)c2cccc(-c3nnc(-c4ccccc4)o3)c2)cc1
